TRPML3 ag – human TRPML3 channel agonists, primary screen, cell-based, HEK293 TRPML3-YFP, Fluo-8 calcium fluorescence, 3 µM; 100% = the carbachol control signal; activation, % at 3 µM; hit rate 0.29% among 220,000;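 active = activation above its plate's cutoff, the mean activation of the plate's test wells plus 3 SD, cut at about 12% in these data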;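 also: 0% = DMSO only wells and 100% = carbachol wells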
Target sequence (Q8TDD5 whole entry, looked up): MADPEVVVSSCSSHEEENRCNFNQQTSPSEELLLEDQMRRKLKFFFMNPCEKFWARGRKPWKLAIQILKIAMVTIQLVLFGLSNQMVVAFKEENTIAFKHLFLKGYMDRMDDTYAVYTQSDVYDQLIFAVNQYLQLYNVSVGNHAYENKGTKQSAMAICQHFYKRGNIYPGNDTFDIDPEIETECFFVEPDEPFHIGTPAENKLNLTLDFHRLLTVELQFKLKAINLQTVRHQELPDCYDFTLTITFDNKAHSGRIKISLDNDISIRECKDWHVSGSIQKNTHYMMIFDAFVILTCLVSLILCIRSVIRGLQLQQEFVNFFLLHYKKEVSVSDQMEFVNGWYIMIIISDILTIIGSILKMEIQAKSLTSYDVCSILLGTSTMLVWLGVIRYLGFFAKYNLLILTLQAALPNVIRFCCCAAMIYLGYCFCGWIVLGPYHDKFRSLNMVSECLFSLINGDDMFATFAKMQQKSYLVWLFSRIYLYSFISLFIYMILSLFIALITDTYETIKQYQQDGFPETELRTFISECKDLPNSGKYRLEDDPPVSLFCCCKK
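Material: TRPML3-YFP stable HEK293 cells | Dosing: One concentration, 3 µM nominal, 0.3% DMSO | Timing: 125 s total fluorescence read per well | Technique: Fluo-8 calcium dye fluorescence, ex 470-495, em 515-575 nm | Measure: Percent activation from peak-to-basal fluorescence ratio, scaled between DMSO and carbachol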
TNF necrop inh – inhibitors of TNF-alpha triggered necroptosis, primary screen, cell-based, Jurkat FADD-/-, single concentration; Jurkat FADD-/- TNF necroptosis rescue, ATP luminescence, 24 h; 0 = TNF only, 100 = no-TNF cells; AID 463075, 2010; activation (protection from cell death), % at 10 µM; hit rate 0.068% among 220,000;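 active = activation, meaning protection from cell death, of at least 50% relative to plate controls; inactive = activation below 50%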;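 also: necroptosis triggered by 40 ng/mL TNF-alpha added together with compound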
PPC-1+TRAIL kill – compounds killing PPC-1 cancer cells with TRAIL present, primary screen, TRAIL potentiator project, ATPLite luminescence, uHTS | cell killing (% activity), % at 4 µM | PPC-1 cells + TRAIL, ATPLite viability luminescence | AID 1443, 2008 | hit rate 0.41% among 220,000;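 active = cell killing above 50% in the first pass at 4 µM, then a duplicate retest at 5 µM averaging 50% or more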;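 also: plate controls were cells with TRAIL plus DMSO for no effect and medium-only wells lacking cells for full effect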
Ba/F3 V617F tox – reduced viability of JAK2V617F-dependent Ba/F3 cells, primary screen, JAK2V617F inhibitor project, cell-based, Ba/F3 EpoR-JAK2V617F, luminescence | inhibition, % at 5.6 µM | hit rate 1.1% among 220,000 | ATP luminescence;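 active = inhibition above the campaign mean plus 3 SD over all tested compounds, cut at about 24% in these data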;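 also: cytokine-independent growth of Ba/F3 cells driven by EpoR plus mutant JAK2; 0% = DMSO-treated cells and 100% = JAK inhibitor I control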
RBBP9 inhibitor – human RBBP9 inhibitors, primary screen, biochemical, fluorescence polarization, FP-Rh probe, HTS | Serine hydrolase RBBP9 (Homo sapiens), O75884 | hit rate 0.2% among 220,000 | inhibition, % at 7.94 µM | AID 1515, 2009 | recombinant RBBP9;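 active = inhibition above the campaign mean of all tested compounds plus 3 SD, cut at about 14% in these data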;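 also: plate controls were DMSO wells with RBBP9 for no effect and wells lacking RBBP9 protein for full effect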
Target sequence (O75884 whole entry, looked up): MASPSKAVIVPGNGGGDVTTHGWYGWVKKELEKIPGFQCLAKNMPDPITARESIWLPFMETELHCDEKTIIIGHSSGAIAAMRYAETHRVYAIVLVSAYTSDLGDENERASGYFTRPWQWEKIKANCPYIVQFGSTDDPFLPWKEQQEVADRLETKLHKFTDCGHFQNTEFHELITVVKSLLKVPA
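Controls: DMSO-treated enzyme wells and wells lacking RBBP9 | Material: RBBP9 protein | Technique: Fluorescence polarization | Replication: Single well per compound, no replicates | Buffer or medium: Tris-NaCl-Pluronic buffer, pH 8.0 | Timing: 30 min compound preincubation, 45 min probe labeling, 25 °C | Read-out basis: Percent inhibition from mP, scaled between DMSO and no-protein wells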
TRPN1 ag – zebrafish TRPN1 channel agonists, primary screen, cell-based, HEK293, calcium fluorescence | transient receptor potential cation channel N1 (TRPN1/NompC), Danio rerio | hit rate 0.18% among 220,000 | HEK293 zebrafish TRPN1-YFP, Fluo-8 calcium fluorescence; 100% = response to 87 µM carbachol | activation, % at 3 µM | AID 1424, 2008;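 active = activation above its plate's cutoff, the mean activation of test wells on that plate plus 3 SD, cut at about 19% in these data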;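 also: 0% = DMSO alone and 100% = 87 µM carbachol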
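Assay system: Zebrafish TRPN1-YFP in HEK293 cells | Incubation: Dye loading 1 h at 37 °C, then 30 min room temperature | Measured by: Kinetic Fluo-8 fluorescence, ex 470-495, em 515-575 nm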
Wee1 degr inh – Wee1 degradation inhibitors, primary screen, cell-based, HeLa, Wee1K328M-luciferase, luminescence | Wee1-like protein kinase (Homo sapiens), P30291 | HeLa Luc-Wee1K328M stability; 100% = proteasome inhibitor MG132 effect | reporter increase, % at 5 µM | hit rate 1.2% among 220,000;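 active = activation above the mean of all tested compounds plus 3 SD, set per screening run, cut at about 8.8% in these data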;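 also: cells exposed to compound for 20 h before luminescence read; 0% = DMSO alone and 100% = MG132 at 30 µM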
CHOP inhibitor – inhibitors of CHOP promoter induction, primary screen, cell-based, unfolded protein response, luciferase reporter | CHO-K1 CHOP-promoter luciferase, tunicamycin-induced, 15-18 h | hit rate 3.8% among 220,000 | inhibition, % at 10 µM;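 active = compounds that reduced the stress-induced luciferase reporter signal by more than about 70% of percent inhibition, limit read from the data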;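 also: 0% = tunicamycin plus vehicle and 100% = wells without tunicamycin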
BaF3 parental – parental Ba/F3 cell viability inhibition, counter-screen for JAK2V617F inhibitor project, murine pro-B, CellTiter-Glo luminescence; CellTiter-Glo ATP luminescence; inhibition, % at 5.6 µM; hit rate 1.1% among 220,000;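 active = inhibition above a per-campaign cutoff, the mean inhibition of all tested compounds plus 3 SD, cut at about 27% in these data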;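 also: 0% = DMSO wells and 100% = JAK Inhibitor I control wells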
Starred values were filed as active, the others as inactive.

SMILES | TRPML3 ag | TNF necrop inh | PPC-1+TRAIL kill | Ba/F3 V617F tox | RBBP9 inhibitor | TRPN1 ag | Wee1 degr inh | CHOP inhibitor | BaF3 parental
c1cncc(CNc2ncn[nH]2)c1 | 0.6 | 1.6 | 2.7 | 0.9 | -3.5 | 0.8 | 2.4 | 8.0 | 1.0
O=C(Nc1ccc2c(c1)OCCO2)C1CCN(C(=O)c2ccccc2)CC1 | 0.7 | 0.4 | 9.6 | 0.6 | 0.4 | 0.6 | -2.3 | -7.7 | 0.2
Cc1cc(/C=C(\C#N)C(=O)O)c(C)n1CC(C)C | 0.3 | 0.3 | 22.9 | -2.5 | -6.0 | 1.9 | 5.1 | 5.7 | -0.9
CN(C)S(=O)(=O)c1ccc(NC(=O)CN2CCC(Cc3ccccc3)CC2)cc1 | 0.1 | 2.4 | 14.8 | -1.6 | -5.7 | 0.0 | 1.5 | -24.2 | 2.8
Cc1ccc(Cl)cc1N1CCN(C(c2ccc(C#N)cc2)c2nnnn2C2CCCC2)CC1 (centres undefined) | -0.2 | 1.7 | 10.9 | -0.6 | -9.5 | 0.3 | -0.6 | -27.6 | -0.3
COc1ccc([N+](=O)[O-])cc1N(CC(=O)NCCSc1ccccc1)S(C)(=O)=O | -0.1 | 0.4 | 9.9 | -2.5 | 3.1 | 0.4 | -1.4 | 59.3 | 1.7
O=C1CC(Sc2cccs2)C(=O)N1c1ccccc1 (centres undefined) | -0.2 | -2.6 | 1.3 | -7.5 | -1.8 | -1.1 | -1.5 | 3.8 | 1.6
O=C(Cc1ccc([N+](=O)[O-])cc1)Nc1ccc(Cl)cc1 | 0.3 | 5.6 | 11.6 | -2.4 | -3.1 | -2.2 | -3.2 | 22.1 | 3.3
COc1cccc2c1OCC/C2=N\NC(=O)C(C)Oc1ccc([N+](=O)[O-])cc1 (centres undefined) | 0.5 | -0.3 | 1.6 | -1.7 | -5.9 | 1.0 | 6.0 | -10.8 | 2.1
Fc1ccc(-c2csc(NC3=NCCC3)n2)cc1 | 0.4 | -0.7 | 23.1 | 4.0 | -1.6 | 0.2 | -2.0 | -9.4 | 11.3
O=S(=O)(Nc1nc2ccccc2nc1-[n+]1cccc(N=C([O-])c2ccccc2Cl)c1)c1ccccc1 | 0.1 | -3.6 | 0.0 | 3.1 | 1.8 | 0.4 | -0.5 | -1.7 | -1.2
CC1CCc2nc(NC(=O)CCSc3ccccc3)sc2C1 (centres undefined) | 1.7 | 1.4 | 6.2 | -1.7 | -0.8 | 1.4 | -1.5 | 63.0 | 2.7
CCNC(=O)Oc1ccc[nH]c1=O | 1.0 | -0.9 | 2.6 | -2.9 | 0.3 | -0.4 | -1.0 | -1.8 | -2.8
Cc1cc(C)n(C(=O)c2ccc(S(=O)(=O)N3CCOCC3)cc2)n1 | 0.7 | 1.0 | 7.6 | -4.4 | 4.6 | -0.1 | 0.3 | 1.3 | 0.0
CCOc1ccc(NC(=O)CSc2nnc(-c3ccoc3C)n2CC2CCCO2)cc1 (centres undefined) | 1.9 | 0.8 | 14.8 | 4.3 | -5.5 | -0.6 | 2.2 | -9.3 | 3.5
O=C(O)CC1S/C(=N\N=C2CCCCCC2)N(c2ccccc2)C1=O (centres undefined) | -0.3 | 0.6 | -24.1 | -3.5 | -10.5 | 0.0 | -0.8 | 2.1 | -2.5
O=C(CSc1nnc(-c2ccco2)o1)NC1CCCCC1 | 0.7 | 0.1 | 10.0 | -5.1 | 7.8 | -0.8 | 1.9 | -14.2 | -1.0
COc1cc(C2C(C(=O)Nc3ccccc3OC)=C(C)Nc3ncnn32)ccc1O (centres undefined) | 0.2 | 0.3 | 22.6 | -2.1 | 5.7 | 1.3 | -1.1 | 1.3 | 4.8
N#C/C(=C(/O)Cc1ccccc1)P(=O)(c1ccccc1)c1ccccc1 | 0.4 | -0.4 | 0.7 | -4.0 | -4.4 | 0.4 | 0.1 | 13.3 | -1.6
O=C(/C=C/c1cc[n+](CC(=O)c2ccc3cccc4c3c2CC4)cc1)c1ccc2cccc3c2c1CC3 | -0.6 | -4.8 | 34.1 | -2.0 | -6.4 | 0.2 | -1.0 | -14.6 | 3.6
O=c1c2cccnc2n(-c2ccccc2)n1Cc1c(Cl)cccc1Cl | 1.5 | 0.7 | 7.1 | -2.8 | -4.2 | 0.4 | 0.0 | 25.6 | 0.3
O=C1C2C(C(=O)N1/N=C/c1ccc([N+](=O)[O-])o1)C1C=CC2C12CC2 (centres undefined) | -0.1 | -24.7 | 14.0 | -2.6 | 2.1 | 0.7 | -2.5 | -43.2 | 1.0
COc1cc(C(C(=O)NC2CCCCC2)N(C(=O)Cc2c[nH]c3ccccc23)c2ccccc2C)cc(OC)c1OC (centres undefined) | -0.7 | -0.3 | 0.7 | -1.6 | -6.0 | -2.1 | 1.8 | 7.6 | 2.4
Nc1nc(C2CC(=O)OC23CCCCC3)cs1 (centres undefined) | 0.4 | -0.4 | 26.6 | 1.4 | -9.4 | 0.0 | -1.6 | 9.9 | 4.7
CCOC(=O)c1[nH]cnc1C(=O)Nc1cccc(OC)c1 | 0.6 | -5.4 | -4.7 | 1.5 | -13.5 | 0.3 | 0.0 | 10.7 | 2.6
CCOc1ccc(-n2c(C)cc(/C=N/N(C)C)c2C)cc1 | 0.7 | -2.9 | -1.0 | 10.1 | 4.5 | -0.4 | -1.4 | 16.4 | 36.8*
COc1ccc(CCn2c(SCC(=O)Nc3cc(C)on3)nc3ccccc3c2=O)cc1OC | 0.9 | 0.2 | 5.2 | -2.1 | 0.1 | -0.1 | 3.5 | 56.6 | 8.1
Cc1cc(C(=O)Cn2nc(C(=O)O)c3ccccc3c2=O)c(C)n1-c1ccc(F)cc1 | -0.5 | -1.6 | 57.1* | -1.8 | 4.7 | -1.3 | -2.2 | -17.1 | 0.0
C=CCOc1ccc2c(c1)c(=O)cc(C(=O)O)n2CC | 0.2 | -0.6 | 23.3 | 1.2 | 3.5 | 0.3 | 0.3 | 5.6 | -0.4
Cc1nn(-c2ccccc2)c(C)c1/C=N/n1c(-c2ccc(Cl)cc2)n[nH]c1=S | 0.8 | 1.5 | -16.5 | -2.6 | 4.3 | 2.6 | -1.2 | 103.0* | 2.3

Pulled one by one from above:
SMILES | TRPML3 ag | TNF necrop inh | PPC-1+TRAIL kill | Ba/F3 V617F tox | RBBP9 inhibitor | TRPN1 ag | Wee1 degr inh | CHOP inhibitor | BaF3 parental
O=C(Nc1ccc2c(c1)OCCO2)C1CCN(C(=O)c2ccccc2)CC1 | 0.7 | 0.4 | 9.6 | 0.6 | 0.4 | 0.6 | -2.3 | -7.7 | 0.2
O=c1c2cccnc2n(-c2ccccc2)n1Cc1c(Cl)cccc1Cl | 1.5 | 0.7 | 7.1 | -2.8 | -4.2 | 0.4 | 0.0 | 25.6 | 0.3
CC1CCc2nc(NC(=O)CCSc3ccccc3)sc2C1 (centres undefined) | 1.7 | 1.4 | 6.2 | -1.7 | -0.8 | 1.4 | -1.5 | 63.0 | 2.7
Cc1cc(C)n(C(=O)c2ccc(S(=O)(=O)N3CCOCC3)cc2)n1 | 0.7 | 1.0 | 7.6 | -4.4 | 4.6 | -0.1 | 0.3 | 1.3 | 0.0

More entries
SMILES | TRPML3 ag | TNF necrop inh | PPC-1+TRAIL kill | Ba/F3 V617F tox | RBBP9 inhibitor | TRPN1 ag | Wee1 degr inh | CHOP inhibitor | BaF3 parental
N=c1ncn(CC(O)CO)c2nc(N3CCOCC3)[nH]c12 (centres undefined) | 0.3 | 0.2 | -8.4 | -2.7 | -6.5 | 0.2 | -2.1 | 1.1 | 3.3
Cc1ccc(S(=O)(=O)N2CCN(CC(O)c3ccccc3)CC2)cc1C (centres undefined) | 1.1 | 0.3 | -9.6 | 1.3 | -2.3 | 0.3 | -3.5 | 14.6 | 7.1
CN1CCN(c2oc(-c3ccco3)nc2S(=O)(=O)c2ccccc2)CC1 | 0.4 | 0.5 | 11.4 | 4.0 | -5.5 | -0.3 | 0.8 | 8.7 | 4.7
C1=C(CCNc2ncnc3nc[nH]c23)CCCC1 | 2.8 | -5.8 | 21.0 | 0.7 | -5.2 | 5.9 | 4.7 | 52.8 | 7.5
O=C(c1cc2c(s1)CCCC2)N1CCN(S(=O)(=O)c2ccccc2C(F)(F)F)CC1 | -0.3 | 2.7 | 29.8 | -2.8 | 2.4 | -0.7 | -2.6 | 38.2 | 3.9
CCOc1ccc(N2CC(C(=O)NCc3cccc(C)c3)CC2=O)cc1 (centres undefined) | 0.0 | 1.5 | 21.9 | -1.5 | -3.7 | 0.0 | 1.2 | 32.3 | 2.8
C/C(N)=C(/C#N)C(=O)COC(=O)c1cc(C)n(-c2ccc(F)cc2)c1C | -0.7 | -3.9 | 1.1 | 9.4 | -1.5 | 1.0 | 1.2 | 4.8 | 10.8
CCN(CC(=O)NCc1ccc(F)cc1)Cc1nc2ccccc2c(=O)[nH]1 | -0.7 | -0.3 | -5.7 | 4.3 | -8.0 | -0.8 | 2.5 | -24.1 | 8.0
Fc1cccc(-c2cc3nc4c(c(NCc5ccco5)n3n2)CCCC4)c1 | -0.4 | -3.3 | 28.4 | -2.0 | -4.0 | -1.5 | 4.4 | 18.5 | 2.4
CCOC(=O)C1=C(c2ccccc2)NC(=S)NC1c1ccc(Cl)cc1 (centres undefined) | -0.2 | -2.3 | 1.5 | -2.4 | -7.2 | -0.5 | 3.7 | 18.0 | 2.3
O=c1cc(CSc2nc3cc(Cl)ccc3o2)nc2sccn12 | 0.2 | -3.4 | -14.6 | -0.6 | 6.3 | 0.5 | -1.8 | 5.3 | 4.2
O=[N+]([O-])c1ccc(N2CCN(S(=O)(=O)c3ccccc3)CC2)cc1NCC1CCCO1 (centres undefined) | 0.4 | 2.2 | 14.7 | -0.7 | -9.0 | 0.7 | 0.1 | 9.6 | 7.7
Cn1c(SCC(=O)NCc2cccs2)nnc1-c1ccc(S(=O)(=O)N2CCCC2)cc1 | 0.4 | -1.2 | 10.2 | -0.2 | -4.9 | 1.1 | 5.6 | 5.5 | 5.4
COC(=O)c1nc(-c2ccccc2)oc1N(C)C | 0.5 | -2.1 | -6.8 | 2.0 | -3.3 | 0.0 | -1.8 | 0.2 | 5.5
